# Compound activity (PubChem BioAssay)
# KOR beta-arrestin-1 – kappa opioid receptor activators – cell-based, luminescence, uHTS, primary screen (AID 1777); one-dose activation, % at 10 µM; EC50 in µM for titrated hits; 280,000 compounds, 0.02% hits; KOR beta-arrestin recruitment, luminescence; higher % means a stronger effect; in the data active = activation above about 50%, passing the limit was not always enough; also: a part of the inactive calls stands beside numbers as strong as those of hits
# HEK293 NOD2/NF-kB – inhibition of NOD2-driven NF-kB reporter – cell-based, luminescence, uHTS, HEK293 (AID 1566). one-dose inhibition, % at 4 µM; EC50 in µM for titrated hits. 290,000 compounds, 0.63% hits. HEK293 NOD2/NF-kB luciferase reporter, luminescence; higher % means a stronger effect; also: many of its hits are not listed in these tables
# CSM14.1 death rescue – protection against thapsigargin-triggered cell killing – 384-well, CSM14.1, ATP luminescence, primary screen (AID 1222); CSM14.1 thapsigargin-induced death rescue, ATP luminescence; higher % means a stronger effect; cellular ATP content (survival), % at 20 µM, or EC50 in µM where a hit was titrated; 190,000 tested, under 10 active;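 active = EC50 below 50 µM in the dose-response confirmation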;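 also: death triggered by thapsigargin at about 15 µM added after 2 h compound pretreatment; cell ATP read after overnight thapsigargin exposure of roughly 18 to 22 hours; normalized against plate controls of thapsigargin alone and 5% DMSO vehicle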
# Yfh1-off respiration – enhancers of respiration in Yfh1-depleted yeast, dose response, Friedreich's ataxia, plus single-dose screen (AID 1465); S. cerevisiae Yfh1-off respiration, WST-1 reduction, 72 h; higher fold induction means a stronger effect; one-dose fold induction at 50 µM; EC50 in µM for titrated hits; 220,000 compounds, 0.074% hits;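 active = fold induction of absorbance versus untreated yeast above a set limit, then at least 30% activation at any dose in follow-up; inconclusive = repeats straddling the limit, or above it without dose testing; inactive = fold induction below the set limit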;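 also: activators that raise dye reduction in frataxin-depleted yeast; strong numbers were not always called active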
# KOR beta-arrestin-2 – KOR antagonists, beta-arrestin recruitment, cell-based, luminescence, uHTS (AID 1778). KOR beta-arrestin recruitment, luminescence, antagonist mode; higher % means a stronger effect. one-dose inhibition, % at 10 µM; IC50 in µM for titrated hits. 290,000 compounds, 0.091% hits; also: strong numbers were not always called active
# GPR55 activation – selective activators of receptor GPR55 – imaging, U2OS cells, beta-arrestin-GFP redistribution, primary screen (AID 1961) | U2OS GPR55 beta-arrestin-GFP redistribution imaging; higher % means a stronger effect | one-dose activation, % at 10 µM; EC50 in µM for titrated hits | 290,000 compounds, 0.048% hits;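 active = activation above 40% with more than 50 cells counted in the well; inconclusive = wells holding fewer than 50 cells, flagged as toxic or sparse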;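 also: U2OS osteosarcoma cells stably expressing GPR55 and beta-arrestin-GFP; plate controls were DMSO negative control for no effect and LPI positive control for full effect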
# NOD1 inhibition – inhibition of NOD1-driven NF-kB reporter – cell-based, luminescence, uHTS, primary screen (AID 1578). 290,000 compounds, 1% hits. one-dose inhibition, % at 4 µM; EC50 in µM for titrated hits. NOD1-driven NF-kB luciferase reporter cells, luminescence; higher % means a stronger effect; in the data active = inhibition mostly above about 36%, no sharp cut-off; inactive = mostly below about 34%;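 also: HEK-293T reporter cells stimulated with the NOD1 agonist gamma-tri-DAP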
# NTR1 agonist – agonists of NTR1, primary screen, imaging, U2OS cells, beta-arrestin-GFP, high content (AID 493036); P30989; NTR1-U2OS beta-arrestin-GFP spot imaging, agonist mode; activation, % at 20 µM; 330,000 compounds, 0.17% hits;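 active = activation at or above 40% of the spot to cytoplasm intensity ratio, with at least 20 cells analyzed; inconclusive = wells under 20 cells, flagged as cytotoxic or low count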;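 also: 0% = DMSO without peptide and 100% = 100 nM NTR1 peptide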
# Target sequence (P30989 whole entry, looked up): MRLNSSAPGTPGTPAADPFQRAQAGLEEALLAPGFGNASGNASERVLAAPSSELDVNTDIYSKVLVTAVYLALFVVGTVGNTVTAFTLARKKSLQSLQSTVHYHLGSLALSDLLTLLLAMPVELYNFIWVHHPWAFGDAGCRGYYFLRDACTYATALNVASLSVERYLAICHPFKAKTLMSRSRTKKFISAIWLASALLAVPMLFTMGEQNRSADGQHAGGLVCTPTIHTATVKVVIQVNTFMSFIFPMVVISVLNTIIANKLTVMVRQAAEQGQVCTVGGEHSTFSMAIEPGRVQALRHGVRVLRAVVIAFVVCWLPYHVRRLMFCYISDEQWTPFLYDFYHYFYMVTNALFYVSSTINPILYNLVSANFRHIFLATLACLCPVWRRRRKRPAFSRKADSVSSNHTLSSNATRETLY
# TNAP activators – stimulation of alkaline phosphatase TNAP activity – biochemical, luminescent, no phosphate acceptor, uHTS, primary screen (AID 1001); purified TNAP, luminescent activation assay, no phosphate acceptor; higher activation fold means a stronger effect; activation fold at 20 µM, or EC50 in µM where a hit was titrated; 200,000 compounds, 0.03% hits; in the data active = activation fold from about 3, or a potency from the dose series; inactive = the rest, 99 in 100 with activation fold below about 1.6; also: many of its hits are not listed in these tables
# NTR1 agonist cell count 20 µM – recorded beside NTR1 agonist, whose call it bears; cell count; measured here: cell count, cytotoxicity flag
# Starred values were filed as active, the others as inactive; i = inactive; ? = inconclusive; . = no result given; [ ] = remark or other dose. Rule as the data show it, unless noted: active = inhibition above about 50%; inactive = the rest. A portion of the library; the hit share may differ from the screen's.
1) COCCNC(=O)CN1C2CCC1CC(O)(c1cccnc1)C2 (stereo not given)
2) C=CCN1C(=O)NC(=O)/C(=C/c2ccc(N(C)C)c(Br)c2)C1=O
3) O=C1CC(N2CC=C(c3ccccc3)CC2)C(=O)N1c1ccc(F)cc1 (stereo not given)
4) C[n+]1c(-c2ccccc2)sc2ccccc21
5) O=c1[nH]c(=O)n(Cc2ccc(F)cc2)c(O)c1C=NCCCN1CCOCC1
6) Cc1cc(C)cc(N2C(=O)NC(=O)/C(=C\C=C\c3ccco3)C2=O)c1
7) CC(C)C/C(=N/O)c1c[nH]c2ccccc12
8) CCOC(=O)c1c(C)n(Cc2ccccc2)c2ccc(OCC(O)CN3C(=O)CNC3=O)cc12 (stereo not given)

Compound	1	2	3	4	5	6	7	8
KOR beta-arrestin-1	-6.8%	1.2%	0.8%	-0.7%	2.7%	12.4%	-1.5%	3.7%
HEK293 NOD2/NF-kB	5.8%	8.3%	-14.9%	-4.2%	6.7%	-41.3%	11.6%	-2.3%
CSM14.1 death rescue	.	-1.2%	.	.	-1.0%	-7.2%	-0.9%	-5.0%
Yfh1-off respiration	.	i	i	.	i	i	i	i
KOR beta-arrestin-2	-32.8%[20 µM]	-3.1%	23.8%	-32.0%[20 µM]	-9.8%	-14.7%	19.1%	-38.4%
GPR55 activation	0.8%	0.2%	1.1%	0.1%	-0.1%	0.1%	0.2%	-0.1%
NOD1 inhibition	-19.4%	-48.7%	-9.6%	-12.4%	-4.8%	67.1%	-6.4%	1.6%
NTR1 agonist	-0.5	-1.2	5.6	3.3	16.5	.	0.8	2.9
NTR1 agonist cell count 20 µM	46	66	73	54	44	.	24	44
TNAP activators	.	1	1.1	.	1.2	0.8	1.2	1

9) COc1ccc(/C=C2\C(=O)NC(=O)N(CCC3=CCCCC3)C2=O)c(OC)c1
10) CCCCN1C(=O)NC(=O)C2(Cc3cc(C)ccc3N(C)C2)C1=O (stereo not given)
11) CCC1=Nc2cc(C(=O)N3CCC4(CC3)OCCO4)ccc2Sc2ccc(C)cc21
12) CC(C)c1ccc(OCC(=O)N2CCN(C)CC2)c(Br)c1
13) CCCCn1c(=O)c(C(=O)Nc2ccccc2N)c(O)c2ccccc21
14) Cc1ccc(N2C(=O)NC(=O)/C(=C\c3cc(C)n(-c4cc(C(=O)O)cc(C(=O)O)c4)c3C)C2=O)cc1
15) C#CCOc1cc(C2C3=C(COC3=O)Nc3cc4c(cc32)OCO4)ccc1OC (stereo not given)
16) O=C(c1ccc(N2CCCCCC2)c([N+](=O)[O-])c1)N1CCC2(CC1)OCCO2

Compound	9	10	11	12	13	14	15	16
KOR beta-arrestin-1	4.4%	4.6%	-4.7%	1.6%	-0.6%	-6.5%	5.8%	4.0%
HEK293 NOD2/NF-kB	-8.8%	-11.4%	26.7%	-4.7%	2.4%	-3.6%	-2.6%	73.2%*
CSM14.1 death rescue	-2.6%	-2.1%	.	-2.9%	.	.	.	1.0%
Yfh1-off respiration	i	i	.	i	.	.	i	i
KOR beta-arrestin-2	-16.9%	-137.8%	-1.1%	28.9%	-32.0%	0.9%	-200.6%	-8.2%
GPR55 activation	0.2%	-0.1%	-0.2%	-0.1%	0.5%	-0.1%	0.3%	-0.2%
NOD1 inhibition	-1.8%	3.8%	12.4%	-11.9%	-21.8%	-2.9%	-34.3%	7.0%
NTR1 agonist	0.6	-0.9	0.6	-1.1	2.3	2.6	-0.1	2.5
NTR1 agonist cell count 20 µM	85	46	47	43	52	83	81	63
TNAP activators	1.2	1	.	1.1	.	.	1.1	0.9

17) CCCC(C)C1(CC)C(=O)NC(=Nc2ccccc2OC)NC1=O (stereo not given)
18) COc1c(O)ccc2c1-c1c3c(cc4c1C(C2)N(C)CC4)OCO3 (stereo not given)
19) CN1CCC(N(C)c2nc(-c3ccccc3)nc3ccccc23)CC1
20) COc1ccc(C(CNC(=O)c2ccc3c(c2)CCC3)N(C)C)cc1 (stereo not given)
21) COc1cc2c(cc1OC)C(C(=O)N(C)C1CCCCC1)C1CCCCN1C2=O (stereo not given)
22) COc1ccc(P2(=O)Nc3ccccc3N2)cc1
23) O=c1[nH]c(=S)n(Cc2ccco2)c(O)c1C=NCc1cccs1
24) CC(=NCCCN1CCOCC1)c1c(O)n(-c2ccccc2C)c(=O)[nH]c1=O

Compound	17	18	19	20	21	22	23	24
KOR beta-arrestin-1	-0.4%	-0.5%	.	-2.3%	3.1%	-3.6%	-4.7%	0.2%
HEK293 NOD2/NF-kB	-6.8%	9.4%	-15.8%	18.3%	9.9%	1.9%	-9.6%	15.0%
CSM14.1 death rescue	1.1%	16.2%	-2.3%	.	-2.6%	-0.8%	-0.5%	-1.2%
Yfh1-off respiration	i	i	i	.	i	i	i	i
KOR beta-arrestin-2	-16.6%	-1.7%	.	-12.1%	12.0%	10.4%	26.4%	21.3%
GPR55 activation	0.2%	1.0%	-0.1%	0.5%	-0.3%	-0.1%	-0.1%	-0.1%
NOD1 inhibition	-25.6%	-13.3%	-34.6%	-24.8%	-25.0%	4.3%	2.5%	-51.5%
NTR1 agonist	3.5	-0.9	-0.7	-0.1	-0.4	2.7	0.0	0.2
NTR1 agonist cell count 20 µM	62	83	44	52	40	94	51	77
TNAP activators	1.1	1.1	1.1	.	1.2	1.1	0.9	1.1

25) COc1ccc(C(CC(=O)N2CCC3(CC2)OCCO3)NS(=O)(=O)c2ccc(C)cc2)cc1 (stereo not given)
26) Cn1c(O)c(C(c2ccccn2)c2c(O)n(C)c(=S)n(C)c2=O)c(=O)n(C)c1=S
27) COc1ccc(NC(=O)N2CCC3(CC2)OCCO3)cc1OC
28) O=C1CN=C(c2ccc(Cl)cc2)c2oc3ccccc3c2N1
29) O=C(COc1ccc2ccc(=O)oc2c1)N1C[C@H]2C[C@@H](C1)c1cccc(=O)n1C2
30) O=C(COc1ccc(Br)cc1)N1CCN(C2CCCC2)CC1
31) CNC(=O)ON(C(=O)NC)C1N(C)C(=S)SC1(C)C (stereo not given)
32) C[C@]12CCC3[C@@H](CCC4=CC(=O)CC[C@@]43CO)C1CCC2=O (stereo not given in full)

Compound	25	26	27	28	29	30	31	32
KOR beta-arrestin-1	1.5%	-0.8%	0.3%	1.6%	1.3%	4.0%	-2.9%	-5.1%
HEK293 NOD2/NF-kB	5.0%	8.8%	1.9%	2.6%	-2.7%	1.3%	8.1%	3.8%
CSM14.1 death rescue	1.0%	-1.0%	-1.1%	.	.	-2.0%	-3.0%	.
Yfh1-off respiration	i	.	i	i	.	i	i	.
KOR beta-arrestin-2	-10.3%	28.4%	14.0%	23.3%	-42.7%[20 µM]	-43.0%	19.5%	25.3%
GPR55 activation	-0.4%	-0.1%	-0.2%	0.3%	-0.1%	-0.1%	0.3%	0.0%
NOD1 inhibition	-10.2%	0.2%	-23.1%	-0.4%	-35.9%	6.8%	-10.4%	-7.1%
NTR1 agonist	-0.3	-1.2	3.0	4.6	0.9	-0.5	-1.2	-0.3
NTR1 agonist cell count 20 µM	54	61	72	50	88	74	81	42
TNAP activators	1.1	1.1	1.1	.	.	1.1	1.1	.

33) Cc1ccc(Cn2cc(C=O)c(-c3ccc(C)cc3)n2)cc1
34) O=C(c1cc(-c2cccnc2)nc2ccc(Cl)cc12)N1CCC2(CC1)OCCO2
35) COc1ccc(CN2CCCC(C(=O)c3ccc(Cl)cc3)C2)c(O)c1 (stereo not given)
36) C=CCn1c(O)c(C(C)=NCC2CCCO2)c(=O)[nH]c1=O (stereo not given)
37) CCC(C)N1C(=O)NC(=O)C2(Cc3cc(C)ccc3N(C)C2)C1=O (stereo not given)
38) Cc1nnc(SCc2nc3ccccc3c(=O)n2-c2ccccc2Cl)n1N
39) CC(=O)c1cn(Cc2ccccc2C#N)c2ccccc12
40) O=C1NC(=O)N(Cc2ccccc2)C(=O)/C1=C/c1cnn(-c2ccccc2)c1

Compound	33	34	35	36	37	38	39	40
KOR beta-arrestin-1	-3.4%	0.1%	7.3%	-2.0%	4.9%	-5.1%	.	-4.0%
HEK293 NOD2/NF-kB	-24.5%	-2.4%	-1.9%	-79.3%	-9.7%	12.2%	27.1%	-14.4%
CSM14.1 death rescue	-1.8%	-2.9%	.	.	2.5%	-1.5%	0.4%	0.7%
Yfh1-off respiration	i	i	.	i	i	i	i	i
KOR beta-arrestin-2	.	-11.5%	-6.9%	20.6%	-6.7%	25.8%	-17.0%[20 µM]	20.2%
GPR55 activation	-0.4%	-0.1%	-0.1%	0.0%	-0.2%	?	-0.1%	-0.2%
NOD1 inhibition	-18.5%	-18.7%	-12.3%	2.2%	-5.7%	-9.3%	78.0%*	-4.6%
NTR1 agonist	4.6	-1.7	-0.1	-0.8	0.0	-0.5	0.8	46.9*
NTR1 agonist cell count 20 µM	43	58	54	53	89	48	61	39*
TNAP activators	1.1	1.1	.	.	1.1	1.1	1.1	0.9

41) COC1=CC(=O)OC(/C=C/c2ccccc2)C1 (stereo not given)
42) CC(=NCCC(c1ccccc1)c1ccccc1)c1c(O)n(C)c(=O)n(C)c1=O
43) CN(N)N=Nc1nc2c([nH]1)c(=O)n(C)c(=O)n2C
44) O=C(CN1CCCCC1)c1ccc(F)cc1

Compound	41	42	43	44
KOR beta-arrestin-1	0.6%	-3.7%	-1.7%	0.9%
HEK293 NOD2/NF-kB	7.3%	6.3%	8.7%	7.8%
CSM14.1 death rescue	-1.1%	3.4%	.	.
Yfh1-off respiration	i	i	i	i
KOR beta-arrestin-2	10.0%	14.7%	13.8%	15.1%
GPR55 activation	-0.1%	-0.3%	-0.1%	0.8%
NOD1 inhibition	-25.4%	24.6%	4.4%	-10.3%
NTR1 agonist	-0.7	8.7	-1.6	0.2
NTR1 agonist cell count 20 µM	73	38	33	63
TNAP activators	1.1	1.2	.	.

# Reformatted bar-delimited: three of the compounds above.
item | SMILES | KOR beta-arrestin-1 | HEK293 NOD2/NF-kB | CSM14.1 death rescue | Yfh1-off respiration | KOR beta-arrestin-2 | GPR55 activation | NOD1 inhibition | NTR1 agonist | NTR1 agonist cell count 20 µM | TNAP activators
12 | CC(C)c1ccc(OCC(=O)N2CCN(C)CC2)c(Br)c1 | 1.6% | -4.7% | -2.9% | i | 28.9% | -0.1% | -11.9% | -1.1 | 43 | 1.1
13 | CCCCn1c(=O)c(C(=O)Nc2ccccc2N)c(O)c2ccccc21 | -0.6% | 2.4% | . | . | -32.0% | 0.5% | -21.8% | 2.3 | 52 | .
14 | Cc1ccc(N2C(=O)NC(=O)/C(=C\c3cc(C)n(-c4cc(C(=O)O)cc(C(=O)O)c4)c3C)C2=O)cc1 | -6.5% | -3.6% | . | . | 0.9% | -0.1% | -2.9% | 2.6 | 83 | .
